Screens from PubChem BioAssay.
UTI89 phage lysis: protection from phage-mediated lysis, alamar blue read-out – E. coli UTI89, K1F phage, bacterial capsule biogenesis inhibitors (AID 488966). E. coli UTI89 K1F phage lysis, alamar blue, 2 h; higher % means a stronger effect. inhibition, % at 100 µM, or IC50 in µM where a hit was titrated. actives 0.02% (n = 340,000);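 active = phage lysis inhibition, versus mean bacterial control, above a set limit; inconclusive = no clear call, values can overlap the other calls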;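 note: capsule biogenesis inhibitors block K1F phage lysis so surviving cells raise fluorescence; higher fluorescence means more inhibition of phage lysis; actives were called in the ten point dose series up to 300 µM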
MgcRacGAP inhibition: MgcRacGAP GTPase-activating activity inhibitors, confirmation, biochemical, ADP Hunter fluorescence; MgcRacGAP-stimulated Rac1 GTP hydrolysis, ADP Hunter fluorescence; higher % means a stronger effect; GST-tagged Rac1 F28L mutant substrate; inhibition, % at 30 µM; hits with a dose series show IC50 in µM; actives 0.6% (n = 340,000); AID 624330;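 active = first-screen hits whose inhibition reached a set limit at any dose in the follow-up dose series; inconclusive = inhibition above the set first-screen limit but never retested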;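 note: fluorescence reports GDP produced by GAP-driven GTP hydrolysis; strong numbers were not always called active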
T cell modulator: T cell immune modulation candidate. 2C CD8+ T cell-vesicle binding, flow cytometry; stronger effect = lower value. calls only at 7 µM. actives 0.068% (n = 330,000). AID 2052;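 active = response, share of CD8 T cells binding vesicles, and their 90th percentile fluorescence all below set limits, cut at about 80% in these data, passing the limit was not always enough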
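System: murine 2C transgenic CD8+ T lymphocytes; also added: QL9-loaded Drosophila micro-vesicles; times: binding 1.5 h at 37 °C; measured by: flow cytometry, PE anti-B7-1 (FL2) versus Alexa647 anti-CD8 (FL8), PFA-fixed; control set: Peptide-free naked vesicles (low) and QL9 vesicles with 0.7% DMSO vehicle (high)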
West Nile antiviral: inhibition of WNV-induced cytopathic effect – cell-based, CPE readout (AID 1621). actives 0.02% (n = 290,000). one-dose CPE inhibition, % at 10 µM; IC50 in µM for titrated hits. West Nile virus-infected cells, CPE inhibition; higher % means a stronger effect; in the data active = a potency from the dose series; inconclusive = CPE inhibition mostly from about 3.7% at the one dose, without a potency; inactive = the rest, 99 in 100 with CPE inhibition below about 2.2%; note: strong numbers were not always called active
RSV antiviral HEp-2: inhibition of RSV-induced cytopathic effect – HEp-2 cells, primary 10 µM value included (AID 2391); HEp-2 cells, RSV-induced CPE inhibition; higher % means a stronger effect; CPE inhibition, % at 10 µM; hits with a dose series show IC50 in µM; actives 0.13% (n = 310,000); in the data active = a potency from the dose series; inconclusive = CPE inhibition mostly from about 23% at the one dose, without a potency; inactive = the rest, 99 in 100 with CPE inhibition below about 21%; note: strong numbers were not always called active
SV40 large T antigen: TAg ATPase/helicase activity blockers – biochemical (AID 1903); SV40 large T antigen ATPase/helicase inhibition assay; higher % means a stronger effect; inhibition, % at 20 µM, or IC50 in µM where a hit was titrated; actives 0.39% (n = 310,000); in the data active = a potency from the dose series; inconclusive = inhibition mostly from about 32% at the one dose, without a potency; inactive = the rest, 99 in 100 with inhibition below about 32%; note: strong numbers were not always called active
Salmonella PhoP GFP: PhoP-dependent GFP reporter repression – Salmonella Typhimurium, primary screen (AID 1863) | S. Typhimurium PhoP-regulated promoter GFP reporter, 4 h; higher % means a stronger effect | one-dose inhibition, % at 50 µM; IC50 in µM for titrated hits | actives 0.16% (n = 300,000);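 active = inhibition over 29.93%, a cutoff 3 SD above the screen mean, later confirmed by dose response; inconclusive = inhibition over 29.93% but no dose response follow-up; inactive = inhibition at most 29.93% or unconfirmed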;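 note: 0% = low Mg2+ inducing control and 100% = high Mg2+ repressing control; strong numbers were not always called active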
NS5 inhibitors: Dengue-2 NS5 methyltransferase inhibitors, primary screen, biochemical, confirmation dose response (AID 588689); Dengue-2 NS5 methyltransferase capping enzyme assay, biochemical; higher % means a stronger effect; inhibition, % at 25 µM; hits with a dose series show IC50 in µM; actives 0.3% (n = 340,000); in the data active = a potency from the dose series; inconclusive = inhibition above about 29% without an active follow-up result
NTR1 ag: NTR1-driven beta-arrestin-GFP spot formation – imaging, U2OS cells, high content, primary screen (AID 493036); agonist mode; activation, % at 20 µM; actives 0.17% (n = 330,000);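 active = activation at or above 40% of the spot to cytoplasm intensity ratio, with at least 20 cells analyzed; inconclusive = wells under 20 cells, flagged as cytotoxic or low count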;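 note: 0% = DMSO without peptide and 100% = 100 nM NTR1 peptide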
Target sequence (P30989 whole entry, looked up): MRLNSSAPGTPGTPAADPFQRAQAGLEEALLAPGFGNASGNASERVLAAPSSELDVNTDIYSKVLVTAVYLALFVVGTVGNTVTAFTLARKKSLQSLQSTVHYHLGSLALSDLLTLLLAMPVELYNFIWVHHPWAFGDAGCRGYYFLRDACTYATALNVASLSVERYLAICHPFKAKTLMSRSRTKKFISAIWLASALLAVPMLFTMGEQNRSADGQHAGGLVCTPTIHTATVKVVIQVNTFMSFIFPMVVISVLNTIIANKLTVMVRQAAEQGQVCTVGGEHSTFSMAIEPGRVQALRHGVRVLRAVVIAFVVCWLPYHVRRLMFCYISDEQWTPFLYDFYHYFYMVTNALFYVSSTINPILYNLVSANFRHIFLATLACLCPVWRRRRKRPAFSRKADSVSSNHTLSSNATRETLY
T cell modulator vesicle-bound %: also measured in T cell modulator; calls as there; double positive events, %; measured here: CD8+ vesicle-bound cell fraction;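 binding gate set so that unloaded-vesicle control wells show 10% double positive cells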
NTR1 ag cell count 20 µM: also measured in NTR1 ag; calls as there; cell count; measured here: cell count, cytotoxicity flag
NS5 inhibitors pilot replicate: second read-out of NS5 inhibitors, no call of its own (marks repeat the call); inhibition, %; measured here: pilot screen replicate inhibition
Numbers without * were called inactive; i = inactive; ? = inconclusive; . = no result given; [ ] = dose if it differs, or a comment.

SMILES | UTI89 phage lysis | MgcRacGAP inhibition | T cell modulator | T cell modulator vesicle-bound % | West Nile antiviral | RSV antiviral HEp-2 | SV40 large T antigen | Salmonella PhoP GFP | NS5 inhibitors | NTR1 ag | NTR1 ag cell count 20 µM | others
Cc1ccc(C2=NN3C(=O)c4ccccc4C3C2)cc1 (centres undefined) | -2.2% | -20% | i | 59 | -0.5% | 12% | 10% | 8% | 8% | -0.1 | 48
Cc1c(NC(=O)c2c(F)cccc2F)c(=O)n(-c2ccccc2)n1C | 0.2% | 6% | i | 42 | 0.1% | 1.4% | 19% | -2% | -1% | -1.4 | 49
Cc1cc(C)cc(NC(=O)COC(=O)COc2ccc(N(C)S(=O)(=O)c3cccs3)cc2)c1 | -1.2% | 4% | i | 54 | . | . | . | . | 2% | 0.0 | 50
COc1ccc(C(=O)OCC(=O)c2cc(OC)ccc2OC)c(OC)c1 | 0.2% | 15% | i | 45 | 0.5% | 2.8% | -4% | -8% | -10% | 0.8 | 58
COc1ccccc1CNC(=O)c1ccc(S(=O)(=O)N2CCCC2)cc1 | 5.9% | 4% | i | 41 | 2.0% | -0.2% | 5% | 6% | 1% | -1.6 | 54
Cc1ccc(CSC2=Nc3sccc3C3=NC(=O)CN23)cc1 | 0.1% | 9% | i | 26 | 0.0% | 7.6% | 15% | -4% | -11% | 2.0 | 75 | NS5 inhibitors pilot replicate=-4.3
CCC(CC)C(=O)Nc1c2c(nn1-c1ccc(OC)cc1)CS(=O)(=O)C2 | 4.7% | 7% | i | 45 | 1.0% | -0.5% | 8% | -3% | -5% | -0.3 | 59
CC(=O)OCc1c(C(F)(F)F)nn(C)c1Sc1ccccc1 | 3.8% | 4% | i | 38 | 0.0% | 4.2% | 20% | 11% | -4% | -1.4 | 67
CCCCCCCC(=O)Nc1ccc(C(=O)N/N=C/c2cccc([N+](=O)[O-])c2)cc1 | -0.3% | -8% | i | 33 | -2.2% | 8.6% | 13% | 9% | 4% | 0.3 | 72
O=C(C1CCC(CNc2c(N3CCCCC3)c(=O)c2=O)CC1)N1CCCC1 (centres undefined) | -0.2% | 0% | i | 36 | 1.6% | -0.1% | 5% | -6% | -4% | 1.0 | 63
CCc1nc(OCC(=O)c2ccccc2)c(C#N)c2c1COC(C)(C)C2 | 0.3% | 14% | i | 15 | 0.1% | 0.2% | 2% | -6% | -4% | 4.6 | 33
Cc1ccc(CNC(=O)C2CCCN(Cc3cnn(-c4ccccc4)c3-n3cccc3)C2)cc1 (centres undefined) | 0.5% | -4% | i | 40 | -0.4% | 14% | 5% | 5% | -5% | 2.6 | 86
C/C(=C/CCC(C)[C@H]1CC[C@@]2(C)C3=C(CC[C@]12C)[C@@]1(C)CCC(=O)C(C)(C)[C@@H]1CC3)C(=O)O (some centres undefined) | -0.7% | 3% | i | 29 | 1.9% | 8.0% | 5% | -4% | 48µM* | . | .
CCCn1c(=O)n(C)c(=O)c2c(SCC(=O)NC34CC5CC(CC(C5)C3)C4)nc(CC(C)C)nc21 | 1.4% | 11% | i | 31 | -0.9% | 1.7% | 23% | -3% | -6% | 30 | 82
COc1ccc(C(CCN2CCCC2)c2c(O)cc(OC)cc2OC)cc1 (centres undefined) | 1.9% | 5% | i | 57 | -0.8% | -0.4% | 4% | 6% | -7% | -2.9 | 92
CCN(CC(=O)NCc1ccc(Cl)cc1)C(=O)CSCC(=O)Nc1ccc(OC)cc1 | -0.9% | 7% | i | 56 | . | -1.1% | 10% | -8% | -7% | 0.6 | 54
O=C(COC(=O)CNC(=O)c1ccco1)Nc1ncc(Cl)cc1Cl | 0.3%[50 µM] | 6% | i | 33 | . | 0.5% | . | . | -3% | 12 | 58
COc1ccc(N2C(=O)CC(N3CCN(c4ccc(S(=O)(=O)N5CCCC5)cc4)CC3)C2=O)cc1 (centres undefined) | 0.0% | 4% | i | 30 | 0.2% | 2.3% | -7% | -5% | -8% | 1.9 | 49
CCOc1cc(CNc2cccc3[nH]c(C)nc23)ccc1OC | 0.8% | -7% | i | 48 | -0.2% | 2.7% | 33% | -3% | -5% | 0.0 | 64
COc1ccc(/C=N/NC(=O)c2nc(Cl)c(Cl)c(N)c2Cl)cc1COc1ccccc1F | 8.0% | 3% | i | 66 | 0.1% | 2.9% | 7% | 4% | -1% | 3.6 | 62
CCCc1ccc(C(=O)NNc2cc(Cl)ccc2Cl)cc1 | -0.5% | 1% | i | 37 | -0.5% | 12% | 8% | -5% | -2% | 0.9 | 40
COc1ccc(C(=O)c2c3ccc([N+](=O)[O-])cc3[n+]([O-])n2CCCN)cc1 | 13% | 8% | i | 54 | . | -1.5% | 20% | . | 29% | 1.0 | 59
CCc1ccc(NC(=O)CS(=O)CC(=O)NC(C)CCc2ccco2)cc1 (centres undefined) | 0.5% | 2% | i | 39 | -0.1% | 1.3% | 2% | -14% | -1% | -2.5 | 55
CC1CCCN(S(=O)(=O)c2ccc(-c3ccc(=O)[nH]n3)o2)C1 (centres undefined) | -1.8% | -6% | i | 4 | 0.0% | 0.8% | 0% | 9% | 3% | -0.2 | 52
Cn1cc(/C=C(\NC(=O)c2ccccc2)C(=O)NCCCN2CCOCC2)c2ccccc21 | 0.1% | 11% | i | 13 | 0.0% | 2.1% | 10% | -9% | -3% | -0.1 | 71
CC(Sc1ccc(Cl)cc1)C(=O)Nc1ccccc1C(=O)N1CCOCC1 (centres undefined) | 0.2% | 11% | i | 12 | 0.0% | -0.3% | 17% | 8% | 1% | -1.6 | 35
O=C(NCCN1CCOCC1)c1c[nH]c2ccc(S(=O)(=O)N3CCOCC3)cc2c1=O | 1.2%[50 µM] | 9% | i | 36 | 0.4% | 0.1% | 6% | 6% | -4% | 3.0 | 74
Cc1cc(C(=O)N/N=C/c2ccc(-c3ccc([N+](=O)[O-])cc3Cl)o2)n[nH]1 | 0.1% | 4% | i | 8 | 0.6% | ? | 14% | -15% | ? | 5.4 | 60
Cn1c(=O)[nH]c(=O)c2c1nc(N1CCNCC1)n2CCOc1ccccc1 | 0.2% | 9% | i | 48 | 0.7% | -1.6% | . | . | 3% | 2.4 | 47
FC(F)(F)c1ccc(C2[C@H]3CN(Cc4cccnc4)[C@H](c4ccccc4)C34CC2(c2ccccc2)C4)cc1 (some centres undefined) | 0.6% | 2% | i | 12 | -0.1% | 21% | 9% | -8% | -10% | 0.3 | 86
CCOc1ccc(-c2cc(C(=O)N3CCN(C)CC3)c3ccccc3n2)cc1 | -0.1% | 16% | i | 11 | 0.0% | -2.4% | 4% | 0% | -1% | 1.9 | 50
Nc1ccc[n+](CC(=O)c2ccccc2)c1 | 0.2% | 1% | i | 67 | 0.1% | -0.2% | 4% | -1% | 1% | -1.1 | 60
CCS(=O)(=O)N1CCN(c2c(Cl)cccc2[N+](=O)[O-])CC1 | 2.0% | 4% | i | 33 | -0.3% | 3.0% | 2% | 22% | -6% | -2.1 | 73
O=C(CNc1ccccc1)N/N=C/c1ccc([N+](=O)[O-])cc1 | -0.2% | 3% | i | 33 | -0.3% | 2.8% | 11% | 5% | -13% | -1.1 | 83
O=c1[nH]c(/C=C\c2cccc(Cl)c2)nc(O)c1[N+](=O)[O-] | -0.4% | 7% | i | 49 | -0.3% | -0.7% | 10% | 20% | 16% | 0.3 | 54
CCCCC[C@H](O)/C=C/[C@@H]1[C@@H](C/C=C\CCCC(=O)O)[C@@H](O)C[C@H]1O | 4.6% | 6% | i | 61 | -0.5% | 2.4% | 20% | -3% | 3% | 2.9 | 52
Cc1ccc2nc(C)cc(N/N=C/c3cccnc3)c2c1 | 0.5% | 9% | i | 24 | -0.3% | -0.5% | 20% | -2% | -10% | 0.3 | 99
Cc1ccc(C(=O)N2CCC3(CC2)Oc2ccc(F)cc2C(=O)C32CC(c3ccccc3)=NO2)s1 (centres undefined) | 0.3% | 4% | i | 60 | -0.5% | 4.5% | 14% | 3% | -3% | 0.7 | 70
O=C(NCc1ccc(F)cc1)c1noc2c1CCCC2 | 7.3% | 6% | i | 12 | -0.3% | 0.1% | 22% | -7% | -4% | -0.5 | 46
CCC(C)(C)NC(=O)CN(C(=O)c1snc(C(N)=O)c1N)c1ccc2c(c1)OCO2 | -0.2% | 8% | i | 13 | -0.7% | -0.7% | 3% | 0% | -1% | -0.8 | 36
O=C(CC1SC(=Nc2ccccc2)N(CCc2c[nH]c3ccccc23)C1=O)Nc1ccccc1F (centres undefined) | -1.0% | 2% | i | 4 | -0.5% | ? | 2% | 11% | -3% | 32 | 58
Cc1ccc(NS(=O)(=O)c2ccc(NC(=O)C3CC3)cc2)c(C)c1 | -0.1% | 4% | i | 36 | -1.7% | 6.0% | 21% | 10% | -1% | -0.2 | 55
Cc1ccc(S(=O)(=O)CCc2nc3ccccc3n2CCC#N)cc1 | 1.1% | 9% | i | 9 | 0.8% | 5.6% | 11% | -10% | -1% | 0.8 | 33
CCCC(C(=O)NC1CCCC1)N(C(=O)c1snc(C(N)=O)c1N)c1ccc(F)cc1 (centres undefined) | 0.1% | 3% | . | . | -0.3% | . | . | . | -2% | 1.1 | 58
C=CCOc1c(Br)cc(/C=N/NC(N)=O)cc1OC | 1.1%[50 µM] | 10% | i | 3 | -0.2% | 7.5% | 21% | 2% | 2% | 4.1 | 54
C#CCNC(=O)C1=C[C@@H](c2coc3ccccc3c2=O)C[C@@H](OCc2ccc(CO)cc2)O1 | 0.2% | 12% | i | 40 | 0.3% | -0.6% | 3% | -8% | -5% | 5.4 | 78

The order is random; 1.5% or so of the library scored in one or more.
